CHRM5 PAM – positive allosteric modulators of human muscarinic M5 receptor. CHO-K1 hM5, Fluo-8 calcium, ACh EC20 PAM; 0% = ACh EC20, 100% = ACh EC100. AID 624038. 360,000 tested, 0.3% active. P08912. activation, % at 3 µM;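 active = activation above the run cutoff, the mean activation of all test compounds plus 3 SD, cut at about 18% in these data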
Target sequence (P08912 whole entry, looked up): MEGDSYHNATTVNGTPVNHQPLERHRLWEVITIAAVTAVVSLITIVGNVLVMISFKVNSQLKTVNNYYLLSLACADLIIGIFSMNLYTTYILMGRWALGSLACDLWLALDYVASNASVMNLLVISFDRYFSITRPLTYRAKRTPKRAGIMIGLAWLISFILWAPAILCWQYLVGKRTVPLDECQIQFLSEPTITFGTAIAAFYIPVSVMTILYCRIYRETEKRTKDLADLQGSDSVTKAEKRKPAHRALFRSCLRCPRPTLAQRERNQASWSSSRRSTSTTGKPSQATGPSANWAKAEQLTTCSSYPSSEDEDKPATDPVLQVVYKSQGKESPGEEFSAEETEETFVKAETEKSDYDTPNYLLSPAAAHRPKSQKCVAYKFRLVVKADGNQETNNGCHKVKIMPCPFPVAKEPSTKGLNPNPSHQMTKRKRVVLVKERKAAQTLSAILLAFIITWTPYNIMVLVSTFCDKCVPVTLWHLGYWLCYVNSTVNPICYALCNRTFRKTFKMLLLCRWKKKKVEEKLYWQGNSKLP
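System: CHO-K1 hM5 cells. Reagent: acetylcholine, EC20 level. Compound dosing: single dose, 3 µM nominal final test concentration. Timing: Post-acetylcholine fluorescence recording 140 s. Detection: Fluo-8 calcium fluorescence. Read-out: % activation, ACh-normalized. Benchmarks: ACh EC20 and EC100 wells. Repeats: singlicate, one well per test compound.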
CHRM5 agonist – CHRM5 agonism in calcium assay; P08912; CHO-K1 hM5 cells, Fluo-8 calcium fluorescence; 0% DMSO wells, 100% maximal acetylcholine response; activation, % at 3 µM; 360,000 tested, 0.19% active; AID 624037;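 active = activation above the run's mean over test compounds plus 3 SD, cut at about 23% in these data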;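 also: signal is peak over basal fluorescence ratio across the kinetic read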
CHRM4 PAM – positive allosteric modulators of human muscarinic M4 receptor | activation, % at 3 µM | CHO-K1 hM4/Gqi5, Fluo-8 calcium fluorescence, ACh EC20; 0% = ACh EC20, 100% = maximal ACh | AID 624126 | P08173 | 360,000 tested, 0.4% active;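 active = activation above its plate's cutoff, the mean activation of sample wells plus 3 SD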; also: some results filed as inactive read as strong as hits
CRFBP-R2 agonist – CRF-BP/CRF-R2 complex agonism; HEK293 CRF-R2/CRF-BP, calcium dye fluorescence (FLIPR); percent of saturating CRF peptide response; activation, % at 13.2 µM; 350,000 tested, 0.46% active; AID 588473;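 active = activation of at least 50%, plus an integration ratio under a set limit after plate pattern correction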;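 also: plate controls were neutral control wells without compound for no effect and CRF at EC100 for full effect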
M4 antag – antagonists of human muscarinic M4 receptor (CHRM4) | 360,000 tested, 0.73% active | AID 624125 | P08173 | inhibition, % at 3 µM | CHO-hM4 cells, ACh EC80, Fluo-8 calcium fluorescence;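 active = inhibition above its plate's cutoff, the mean inhibition of sample wells plus 3 SD, cut at about 27% in these data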;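 also: 0% = acetylcholine EC80 with DMSO and 100% = DMSO without agonist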
M5 antag – CHRM5 antagonism in calcium assay; P08912; CHO-hM5 cells, Fluo-8 calcium fluorescence, ACh EC80; inhibition, % at 3 µM; 360,000 tested, 0.59% active; AID 624040;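 active = inhibition above a per-plate cutoff, the mean of that plate's test compounds plus 3 SD, cut at about 27% in these data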;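 also: 0% = acetylcholine EC80 with DMSO and 100% = DMSO without agonist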
CRFR2-BP antag – CRF-BP/CRF-R2 complex antagonism | HEK293 CRF-R2/CRF-BP, CRF-induced calcium fluorescence | inhibition, % at 11.8 µM | 350,000 tested, 0.59% active | AID 588475;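 active = inhibition of the ligand-induced calcium signal above about 50% at the single tested concentration, limit read from the data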
CHRM4 agonist – CHRM4 agonism in calcium assay | activation, % at 3 µM | 360,000 tested, 0.14% active | CHO-K1 hM4/Gqi5, Fluo-8 calcium fluorescence; vehicle 0%, full acetylcholine response 100%;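 active = activation above the run mean over all test wells plus 3 SD, cut at about 32% in these data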;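 also: peak over basal fluorescence ratio per well then scaled between controls; 0% = DMSO wells and 100% = acetylcholine at EC100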
CHRM1 PAM – positive allosteric modulators of human M1 muscarinic receptor. AID 588819. activation, % at 3 µM. CHO-K1 hM1, Fluo-8 calcium fluorescence, ACh EC20; 0% = ACh EC20, 100% = maximal ACh. 360,000 tested, 0.088% active. P11229; in the data active = activation above about 19%, passing the limit was not always enough
Target sequence (P11229 whole entry, looked up): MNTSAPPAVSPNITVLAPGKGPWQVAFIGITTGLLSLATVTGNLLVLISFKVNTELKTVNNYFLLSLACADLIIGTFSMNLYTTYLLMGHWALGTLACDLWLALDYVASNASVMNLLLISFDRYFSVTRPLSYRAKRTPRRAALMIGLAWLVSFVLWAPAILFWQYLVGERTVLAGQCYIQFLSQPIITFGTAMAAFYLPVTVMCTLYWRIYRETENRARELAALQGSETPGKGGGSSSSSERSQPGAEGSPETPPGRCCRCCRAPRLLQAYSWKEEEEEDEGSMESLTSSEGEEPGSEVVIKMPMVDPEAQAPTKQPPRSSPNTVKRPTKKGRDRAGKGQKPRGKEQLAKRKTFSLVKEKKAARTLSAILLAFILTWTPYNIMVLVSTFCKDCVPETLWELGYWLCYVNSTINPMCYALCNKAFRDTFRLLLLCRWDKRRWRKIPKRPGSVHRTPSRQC
An asterisk follows results filed as active; x = not tested or not shown.

(1) CCC(C)c1ccc(NC(=O)COC(=O)CCNS(=O)(=O)c2cccs2)cc1 (configuration not stated)
(2) COc1ccc(NC(=O)CC2CCCC2)cc1S(=O)(=O)N1CCCCC1
(3) COc1cc(Cl)c(C)cc1NC(=O)CSc1nnc(CCC(=O)O)c(=O)[nH]1
(4) CCOc1ccc(-c2nc(CN3CCCCC3CCn3cccn3)c(C)o2)cc1 (configuration not stated)
(5) Cc1ccc(C(=O)NCC(=O)OC(C)C(=O)Nc2ccc(N(C)C)cc2)s1 (configuration not stated)
(6) COc1ccc(C(=O)OC(C)C(=O)NC(C)CCc2ccccc2)cc1[N+](=O)[O-] (configuration not stated)
(7) CCOc1ccc(Cl)cc1/C=C1/C(=O)ON=C1C
(8) CN(C)C(CNC(=O)c1cccs1)c1cccnc1 (configuration not stated)
Assay by compound	1	2	3	4	5	6	7	8
CHRM5 PAM	-23	-8	-9	-7	-1	-2	4	3
CHRM5 agonist	-5	3	-2	-11	2	0	-3	-1
CHRM4 PAM	2	5	-8	-5	16	5	0	9
CRFBP-R2 agonist	1.4	-3.1	-2.3	0.0	-1.7	-0.9	0.2	-3.1
M4 antag	-17	-12	13	-7	-10	-5	-9	-14
M5 antag	4	12	12	-3	5	3	6	-8
CRFR2-BP antag	4	8	6	6	-10	0	11	12
CHRM4 agonist	13	8	0	0	3	5	1	1
CHRM1 PAM	-2	1	3	2	8	-2	9	14

(9) CCN(CC)CCCNC(=O)c1cn(CC)c2ccc(S(=O)(=O)N(C)C3CCCCC3)cc2c1=O
(10) CC(Nc1nc(N2CCOCC2)nc2ccccc12)c1ccccc1 (configuration not stated)
(11) O=C(NC(c1ccc2ccccc2n1)c1cccs1)C1CCN(Cc2cccc(C(F)(F)F)c2)CC1 (configuration not stated)
(12) CCOC(=O)CNC(=O)CSc1nc(C)cc(C)c1C#N
(13) O=C(NCc1ccccc1Cl)C1CCN(C(=O)c2sccc2-n2cccc2)CC1
(14) Cn1nc(C(F)(F)F)c2cc(C(=O)Nc3ccc(F)cc3)sc21
(15) O=C(Nc1cc(S(=O)(=O)N2CCOCC2)ccc1OCC(F)(F)F)C1=COCCO1
(16) CCOc1ccc(CN(C)CC(=O)Nc2cccc(S(=O)(=O)N(C)c3ccccc3)c2)cc1
Assay by compound	9	10	11	12	13	14	15	16
CHRM5 PAM	6	-21	-4	3	-5	-2	0	-13
CHRM5 agonist	-10	-4	-2	-10	4	0	-2	-8
CHRM4 PAM	-8	-18	-2	-2	1	-9	11	-11
CRFBP-R2 agonist	1.0	-0.8	x	-1.3	-1.9	1.7	0.5	1.6
M4 antag	3	-13	-25	-2	1	-21	-16	4
M5 antag	-4	15	-2	2	0	3	7	4
CRFR2-BP antag	-3	-6	x	-3	12	-6	-6	7
CHRM4 agonist	0	19	-1	0	7	8	5	9
CHRM1 PAM	2	-12	-6	4	-2	-5	16	-4

(17) CSCCC(C(=O)OC1CCOC1=O)N1C(=O)c2ccccc2C1=O (configuration not stated)
(18) CC(C)(C)C1CCC(=NNc2ccc(S(N)(=O)=O)cc2[N+](=O)[O-])CC1 (configuration not stated)
(19) CCc1ccc(C(=O)COC(=O)CNC(=O)COc2ccccc2)cc1
(20) Cc1ccc(NC(=O)C(NCc2ccccn2)c2ccccc2)cc1 (configuration not stated)
(21) Cn1c(N)c(N2CCCCC2)c(=O)n(CC(=O)Nc2cccc(C#N)c2)c1=O
(22) Cc1cccc(C)c1NC(=O)C1(C)CSCC(=O)N1Cc1ccco1 (configuration not stated)
(23) S=C1NC2(CCCC2)Nc2ccccc21
(24) C[C@@H]1CN([C@H](C)CO)C(=O)CCCn2nncc2CO[C@H]1CN(C)Cc1ccc2cccnc2c1
Assay by compound	17	18	19	20	21	22	23	24
CHRM5 PAM	4	-1	0	-3	-7	0	10	-2
CHRM5 agonist	-1	-3	-3	-5	2	0	2	2
CHRM4 PAM	-2	1	-6	6	-8	0	5	-1
CRFBP-R2 agonist	-0.7	0.3	-0.5	-1.1	-0.1	x	-0.1	2.0
M4 antag	4	7	7	-3	2	0	15	0
M5 antag	4	3	9	6	8	-6	-1	-1
CRFR2-BP antag	9	-14	2	-12	17	x	10	9
CHRM4 agonist	2	1	0	1	12	1	1	0
CHRM1 PAM	8	2	-7	4	-1	x	12	-7

(25) COc1ccc(C2CC(c3ccccc3)=NN2C(=O)COC(=O)c2cccc(S(=O)(=O)N(C)C)c2)cc1 (configuration not stated)
(26) COc1cc(NS(=O)(=O)c2ccc(NC(=O)c3ccco3)cc2)nc(OC)n1
(27) CCOC(=O)C(=CNc1ncccc1C)C(=O)OCC
(28) COCCN(C(=O)CSc1nnc(-c2ccco2)n1C)c1c(N)n(CC(C)C)c(=O)[nH]c1=O
(29) NC(=O)c1cnn(-c2cccc(Cl)c2)c1N
(30) CCOC(=O)[C@H]1[C@H]2COc3ccc(C)cc3[C@@H]2N2C(=O)CN(C)C(=O)[C@@]12C
(31) CCOc1ccc(CCNC(=O)CS(=O)(=O)Cc2nc(-c3ccc(OC)cc3)oc2C)cc1
(32) O=C(CCc1nc2sc3c(c2c(=O)[nH]1)CCCC3)Nc1ccccc1Cl
Assay by compound	25	26	27	28	29	30	31	32
CHRM5 PAM	0	-7	6	3	6	7	10	1
CHRM5 agonist	0	0	3	0	-5	1	-1	1
CHRM4 PAM	2	-6	13	10	20	2	-2	13
CRFBP-R2 agonist	5.9	5.9	-0.3	3.1	0.2	0.1	1.5	3.8
M4 antag	13	7	-8	-3	3	-12	-9	-6
M5 antag	4	4	-5	-1	5	-10	-9	-1
CRFR2-BP antag	-3	-31	14	-2	0	7	-16	-4
CHRM4 agonist	2	1	-2	1	0	1	1	1
CHRM1 PAM	0	-2	12	20	6	6	13	8

(33) Cc1ccccc1-n1nc2c(c1NC(=O)c1c(-c3ccccc3Cl)noc1C)CSC2
(34) O=C(CCNC(=O)c1ccc([N+](=O)[O-])cc1)NNC(=O)c1ccccc1F
(35) CCNC(=O)C1(C)CCCN1C(=O)c1cc(C)on1 (configuration not stated)
(36) CSCc1ccc(C(=O)NCc2ccc(C)cc2)cc1
(37) O=C(O)CSc1ccccn1
(38) COc1ccccc1-c1cc(NC=O)c2ncc(-c3ccc(F)cc3)n2c1
(39) O=C(CNC(=O)c1ccc(Cl)cc1)OCN1C(=O)c2ccccc2C1=O
(40) CC(C)C(=O)Nc1nnc(Cc2ccccc2)s1
Assay by compound	33	34	35	36	37	38	39	40
CHRM5 PAM	1	1	6	5	-1	-10	-2	-3
CHRM5 agonist	1	1	1	-7	0	3	2	1
CHRM4 PAM	2	26*	8	2	1	-3	2	9
CRFBP-R2 agonist	-0.1	0.3	x	-1.6	7.8	x	-2.8	2.3
M4 antag	10	-11	-12	4	4	16	5	9
M5 antag	-2	-3	-15	-6	6	14	11	7
CRFR2-BP antag	11	0	x	5	8	x	-18	-21
CHRM4 agonist	-1	0	1	0	0	29	1	2
CHRM1 PAM	1	3	7	11	2	7	5	3

Six structures from above, arranged by formula weight, lowest first.
(29) NC(=O)c1cnn(-c2cccc(Cl)c2)c1N
(12) CCOC(=O)CNC(=O)CSc1nc(C)cc(C)c1C#N
(19) CCc1ccc(C(=O)COC(=O)CNC(=O)COc2ccccc2)cc1
(6) COc1ccc(C(=O)OC(C)C(=O)NC(C)CCc2ccccc2)cc1[N+](=O)[O-] (configuration not stated)
(28) COCCN(C(=O)CSc1nnc(-c2ccco2)n1C)c1c(N)n(CC(C)C)c(=O)[nH]c1=O
(25) COc1ccc(C2CC(c3ccccc3)=NN2C(=O)COC(=O)c2cccc(S(=O)(=O)N(C)C)c2)cc1 (configuration not stated)
Assay by compound	29	12	19	6	28	25
CHRM5 PAM	6	3	0	-2	3	0
CHRM5 agonist	-5	-10	-3	0	0	0
CHRM4 PAM	20	-2	-6	5	10	2
CRFBP-R2 agonist	0.2	-1.3	-0.5	-0.9	3.1	5.9
M4 antag	3	-2	7	-5	-3	13
M5 antag	5	2	9	3	-1	4
CRFR2-BP antag	0	-3	2	0	-2	-3
CHRM4 agonist	0	0	0	5	1	2
CHRM1 PAM	6	4	-7	-2	20	0

Further compounds
(41) O=C(Cn1cccc1)N1CCN(c2ccc(F)cc2)CC1
(42) COc1cc(/C=N/NC(=O)CCc2c(C)n[nH]c2C)ccc1O
(43) O=C1CC(c2ccco2)CC(O)=C1C=Nc1cc(Cl)cc(Cl)c1 (configuration not stated)
(44) CCOC(=O)c1c(NC(=O)CN2CCN(c3ccc(Cl)cc3)CC2)sc(C)c1C
(45) COc1ccc(N(CCCN2C(=O)c3cccc4cccc(c34)C2=O)C(=O)c2cccc(OC)c2)cc1
(46) O=C(Nc1ccncc1)c1ccc(C(=O)Nc2ccncc2)cc1
(47) O=C(Cn1cnnn1)NCc1ccccc1
(48) CN(C(=O)c1ccccc1)C1(C)CCS(=O)(=O)C1 (configuration not stated)
Assay by compound	41	42	43	44	45	46	47	48
CHRM5 PAM	-1	3	2	0	-5	3	-4	5
CHRM5 agonist	1	0	1	1	-4	-1	-1	0
CHRM4 PAM	1	3	15	8	-2	1	-1	7
CRFBP-R2 agonist	-1.6	-2.7	0.5	0.8	0.0	-0.6	-0.1	0.0
M4 antag	-6	-2	0	6	-10	0	7	-7
M5 antag	-1	-2	5	0	-2	3	9	-1
CRFR2-BP antag	-13	0	-17	7	16	-1	8	17
CHRM4 agonist	0	1	1	-1	5	1	1	0
CHRM1 PAM	5	13	3	2	2	9	-2	7

(49) COc1cccc(/C=C(/C(=O)OCC(=O)NC2CCCCCCC2)c2ccccc2)c1
(50) COC(=O)c1cc(S(=O)(=O)NCC2CCN(Cc3ccc(F)cc3)CC2)c[nH]1
(51) COCCNC(=O)c1cc(-c2cccnc2)nc2ccc(Br)cc12
(52) O=C(CCc1ccccc1)NCCSc1ccccc1
(53) Cc1ccc(CC(=O)NCCS(=O)c2ccc(C)cc2)cc1 (configuration not stated)
(54) C=CCOc1ccc(/C=N/N2C(=O)C(CC(=O)Nc3ccc(F)cc3F)SC2=NC)cc1 (configuration not stated)
(55) COCc1ccc(C(=O)NC2CC(C)(C)Cc3c2cnn3-c2ccc(OC)cc2)o1 (configuration not stated)
(56) COc1ccc(C(=O)CCNc2ccc3c(c2)OCCO3)cc1
(57) CC(=O)Nc1ccc(Oc2cncc(Cl)c2)nc1
Assay by compound	49	50	51	52	53	54	55	56	57
CHRM5 PAM	7	-5	-2	8	0	1	4	3	-13
CHRM5 agonist	7	-9	1	-2	-1	-1	1	-1	3
CHRM4 PAM	-4	-5	-12	10	-3	1	0	-7	-23
CRFBP-R2 agonist	3.4	0.8	0.8	-2.9	-4.0	9.3	-1.4	4.2	1.1
M4 antag	9	-1	-6	-5	1	9	-3	-4	6
M5 antag	-17	16	1	3	7	-1	2	6	11
CRFR2-BP antag	-11	5	2	43	38	-16	-9	-1	-7
CHRM4 agonist	1	-1	1	2	0	0	1	2	13
CHRM1 PAM	8	-4	6	0	6	4	7	7	-4
